CRFR2-BP ag = CRF-BP/CRF-R2 complex agonism; hit rate 0.46% among 350,000; activation, % at 13.2 µM; HEK293 CRF-R2/CRF-BP, calcium dye fluorescence (FLIPR); percent of saturating CRF peptide response;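 active = activation of at least 50%, plus an integration ratio under a set limit after plate pattern correction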;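 also: plate controls were neutral control wells without compound for no effect and CRF at EC100 for full effect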
M4 ag = CHRM4 agonism in calcium assay; P08173; CHO-K1 hM4/Gqi5, Fluo-8 calcium fluorescence; vehicle 0%, full acetylcholine response 100%; activation, % at 3 µM; hit rate 0.14% among 360,000; AID 624127;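 active = activation above the run mean over all test wells plus 3 SD, cut at about 32% in these data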;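 also: peak over basal fluorescence ratio per well then scaled between controls; 0% = DMSO wells and 100% = acetylcholine at EC100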
Target sequence (P08173 whole entry, looked up): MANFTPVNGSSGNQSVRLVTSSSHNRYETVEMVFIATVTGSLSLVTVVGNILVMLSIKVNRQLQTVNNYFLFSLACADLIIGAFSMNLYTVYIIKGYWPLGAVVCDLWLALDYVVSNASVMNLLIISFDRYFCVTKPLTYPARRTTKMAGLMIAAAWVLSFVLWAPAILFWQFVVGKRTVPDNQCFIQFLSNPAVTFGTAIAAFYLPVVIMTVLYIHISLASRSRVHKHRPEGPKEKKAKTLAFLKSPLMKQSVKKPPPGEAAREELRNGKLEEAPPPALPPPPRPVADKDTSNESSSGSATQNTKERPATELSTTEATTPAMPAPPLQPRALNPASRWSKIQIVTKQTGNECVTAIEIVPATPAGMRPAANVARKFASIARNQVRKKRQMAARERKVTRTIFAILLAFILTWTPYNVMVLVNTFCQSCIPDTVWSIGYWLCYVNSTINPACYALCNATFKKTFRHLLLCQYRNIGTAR
CRFBP-R2 block = blocks CRF-induced signaling of the CRF-BP/CRF-R2 complex | HEK293 CRF-R2/CRF-BP, CRF-induced calcium fluorescence | inhibition, % at 11.8 µM | hit rate 0.59% among 350,000;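 active = inhibition of the ligand-induced calcium signal above about 50% at the single tested concentration, limit read from the data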
M5 antag = blocks acetylcholine activation of human M5 receptor | AID 624040 | inhibition, % at 3 µM | hit rate 0.59% among 360,000 | P08912 | CHO-hM5 cells, Fluo-8 calcium fluorescence, ACh EC80;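 active = inhibition above a per-plate cutoff, the mean of that plate's test compounds plus 3 SD, cut at about 27% in these data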;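 also: 0% = acetylcholine EC80 with DMSO and 100% = DMSO without agonist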
Target sequence (P08912 whole entry, looked up): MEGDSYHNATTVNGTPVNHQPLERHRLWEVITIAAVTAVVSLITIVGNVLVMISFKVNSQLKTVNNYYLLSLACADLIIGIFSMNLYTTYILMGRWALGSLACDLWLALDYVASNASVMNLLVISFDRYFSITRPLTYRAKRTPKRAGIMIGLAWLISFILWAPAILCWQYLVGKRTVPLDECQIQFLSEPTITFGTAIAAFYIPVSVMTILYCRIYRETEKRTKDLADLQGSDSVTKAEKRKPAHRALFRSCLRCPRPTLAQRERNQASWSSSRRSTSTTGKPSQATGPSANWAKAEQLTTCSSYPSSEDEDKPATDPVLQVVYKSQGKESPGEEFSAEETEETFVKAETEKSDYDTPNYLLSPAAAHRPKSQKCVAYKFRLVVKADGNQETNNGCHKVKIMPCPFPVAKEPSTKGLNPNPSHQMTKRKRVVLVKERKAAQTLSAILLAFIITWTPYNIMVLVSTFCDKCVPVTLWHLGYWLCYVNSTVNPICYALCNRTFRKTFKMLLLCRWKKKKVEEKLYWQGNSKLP
CHRM4 PAM = potentiates acetylcholine response at human M4 receptor; hit rate 0.4% among 360,000; CHO-K1 hM4/Gqi5, Fluo-8 calcium fluorescence, ACh EC20; 0% = ACh EC20, 100% = maximal ACh; P08173; activation, % at 3 µM; AID 624126;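 active = activation above its plate's cutoff, the mean activation of sample wells plus 3 SD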; also: some results filed as inactive read as strong as hits
M5 ag = CHRM5 agonism in calcium assay; P08912; CHO-K1 hM5 cells, Fluo-8 calcium fluorescence; 0% DMSO wells, 100% maximal acetylcholine response; activation, % at 3 µM; hit rate 0.19% among 360,000; AID 624037;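 active = activation above the run's mean over test compounds plus 3 SD, cut at about 23% in these data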;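 also: signal is peak over basal fluorescence ratio across the kinetic read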
CHRM4 antagonist = blocks acetylcholine activation of human M4 receptor; P08173; CHO-hM4 cells, ACh EC80, Fluo-8 calcium fluorescence; inhibition, % at 3 µM; hit rate 0.73% among 360,000;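 active = inhibition above its plate's cutoff, the mean inhibition of sample wells plus 3 SD, cut at about 27% in these data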;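 also: 0% = acetylcholine EC80 with DMSO and 100% = DMSO without agonist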
M5 PAM = positive allosteric modulators of human muscarinic M5 receptor; P08912; CHO-K1 hM5, Fluo-8 calcium, ACh EC20 PAM; 0% = ACh EC20, 100% = ACh EC100; activation, % at 3 µM; hit rate 0.3% among 360,000;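 active = activation above the run cutoff, the mean activation of all test compounds plus 3 SD, cut at about 18% in these data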
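system = human M5 receptor in CHO-K1 cells | reagent = EC20 acetylcholine as agonist stimulus | compound dosing = single-point, 3 µM nominal | incubation = Fluo-8 loading 80 min at 37 °C plus 30 min room temperature | detection = Fluo-8 calcium dye fluorescence, kinetic read | benchmarks = low control EC20 acetylcholine (0%), high control EC100 acetylcholine (100%)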
CHRM1 PAM = human CHRM1 positive allosteric modulation. P11229. CHO-K1 hM1, Fluo-8 calcium fluorescence, ACh EC20; 0% = ACh EC20, 100% = maximal ACh. activation, % at 3 µM. hit rate 0.088% among 360,000; in the data active = activation above about 19%, passing the limit was not always enough
Active calls of the source: *; & = joins results of further samples; ! = a repeat was not active. Rows were taken by chance; overall some 2.6% were active at least once.

`N#Cc1c(N)nc(SCc2ccncc2)c(C#N)c1-c1cccs1` gave CRFR2-BP ag 8.4, M4 ag 10.3, CRFBP-R2 block 33.6, M5 antag -1.7, CHRM4 PAM -9.0, M5 ag 8.3, CHRM4 antagonist 18.5, M5 PAM -4.8 and CHRM1 PAM -4.0.
Screening CC1CCN(C(=O)C(Cc2ccccc2)NS(=O)(=O)c2ccc3c(c2)oc(=O)n3C)CC1 (stereo not given) returned CRFR2-BP ag 1.1, M4 ag 0.8, CRFBP-R2 block -6.2, M5 antag 0.2, CHRM4 PAM 3.9, M5 ag 0.2, CHRM4 antagonist -6.7, M5 PAM -1.2 and CHRM1 PAM 9.9.
For CCOC(=O)c1csc(-c2sccc2Br)n1 the results were CRFR2-BP ag -7.0, M4 ag -0.7, CRFBP-R2 block 23.2, M5 antag 6.3, CHRM4 PAM -0.6, M5 ag 1.0, CHRM4 antagonist -11.0, M5 PAM 9.4 and CHRM1 PAM 12.1.
Screening COc1ccccc1OC(C)C(=O)N(Cc1ccco1)C1CCS(=O)(=O)C1 (stereo not given) returned CRFR2-BP ag -5.9, M4 ag 0.0, CRFBP-R2 block 28.9, M5 antag 1.7, CHRM4 PAM 5.3, M5 ag 1.3, CHRM4 antagonist -2.4, M5 PAM -0.6 and CHRM1 PAM 18.3.
`Cc1ccccc1NC(=O)C(NC1CCCCC1)C(C)C` (stereo not given) gave CRFR2-BP ag -2.1, M4 ag 0.0, CRFBP-R2 block 22.4, M5 antag -0.7, CHRM4 PAM 3.0, M5 ag -7.6, CHRM4 antagonist -1.4, M5 PAM 2.9 and CHRM1 PAM 11.2.
`COc1cccc(-c2ccc(NC(=O)C3CCCN(Cc4ccccn4)C3)cc2)c1` (stereo not given) gave CRFR2-BP ag -0.1, M4 ag 6.4, CRFBP-R2 block 6.6, M5 antag 4.1, CHRM4 PAM -3.7, M5 ag -1.8, CHRM4 antagonist 1.6, M5 PAM -4.1 and CHRM1 PAM -15.1.
COC(=O)N(C)C[C@H]1OCc2cn(nn2)CCCC(=O)N([C@@H](C)CO)C[C@@H]1C was read as M4 ag -0.1, M5 antag 0.9, CHRM4 PAM 3.6, M5 ag 2.2, CHRM4 antagonist -8.0, M5 PAM -1.9 and CHRM1 PAM -3.9.
Screening COc1ccc(CCNC(=O)c2ccc(CS(=O)(=O)Cc3cccc(C)c3)o2)cc1OC returned CRFR2-BP ag 0.9, M4 ag 20.0, CRFBP-R2 block 13.1, M5 antag 3.6, CHRM4 PAM -5.3, M5 ag 4.7, CHRM4 antagonist 4.8, M5 PAM -12.6 and CHRM1 PAM -10.4.
Cc1cc(C)c(S(=O)(=O)Nc2ccc(O)cc2)cc1C was read as CRFR2-BP ag -1.1, M4 ag 6.8, CRFBP-R2 block -3.3, M5 antag 2.1, CHRM4 PAM -6.7, M5 ag 8.8, CHRM4 antagonist 17.1, M5 PAM 0.1 and CHRM1 PAM 1.9.
For Cc1cnc(C(=O)NCc2ccc(Cl)cc2Cl)cn1 the results were CRFR2-BP ag -3.8, M4 ag -0.1, CRFBP-R2 block -11.4, M5 antag -4.2, CHRM4 PAM -10.6, M5 ag -7.0, CHRM4 antagonist -7.7, M5 PAM -2.7 and CHRM1 PAM 2.0.
Cc1ccc(S(=O)(=O)NCC(=O)N(CC(=O)NCC2CCCO2)c2ccc(Cl)cc2)cc1 (stereo not given) was read as CRFR2-BP ag -0.2, M4 ag 2.3, CRFBP-R2 block -0.9, M5 antag 2.7, CHRM4 PAM 2.6, M5 ag -3.4, CHRM4 antagonist -2.7, M5 PAM 0.0 and CHRM1 PAM 6.9.
For CCOc1ccc(Cn2ccnc2)cc1[N+](=O)[O-] the results were CRFR2-BP ag -1.4, M4 ag 0.1, CRFBP-R2 block -3.9, M5 antag 1.7, CHRM4 PAM -6.1, M5 ag -5.5, CHRM4 antagonist 17.7, M5 PAM 1.5 and CHRM1 PAM -3.7.
For CC(C)OP(=O)(OC(C)C)C1(O)C(=O)Nc2ccccc21 (stereo not given) the results were CRFR2-BP ag -1.4, M4 ag -0.1, CRFBP-R2 block -13.5, M5 antag -5.5, CHRM4 PAM 10.6, M5 ag -1.2, CHRM4 antagonist 1.5, M5 PAM 1.2 and CHRM1 PAM 9.2.
COC(=O)c1cn(C(=O)c2ccc(Br)o2)c2ccccc12 was read as CRFR2-BP ag -1.2, M4 ag 1.1, CRFBP-R2 block 10.3, M5 antag -1.2, CHRM4 PAM 0.9, M5 ag -0.8, CHRM4 antagonist 1.9, M5 PAM 0.6 and CHRM1 PAM 2.2.
CSc1nc(-c2ccc(Cl)cc2)c(C#N)c(=O)[nH]1 was read as CRFR2-BP ag -1.6, M4 ag 0.5, CRFBP-R2 block -12.5, M5 antag -6.5, CHRM4 PAM -0.6, M5 ag -1.2, CHRM4 antagonist 3.3, M5 PAM 0.8 and CHRM1 PAM 2.4.
CCC(=O)Nc1cccc(-n2nnnc2SCC(=O)N2CCCCC2)c1 was read as CRFR2-BP ag 88.8*, M4 ag 4.1, CRFBP-R2 block -164.5, M5 antag -8.3, CHRM4 PAM -6.4, M5 ag 1.4, CHRM4 antagonist -14.1, M5 PAM -2.5 and CHRM1 PAM 4.0.
CCC(C)Sc1cc(-c2nc3ccc(C)cn3c2NCc2ccccc2)ccc1OC (stereo not given) was read as CRFR2-BP ag -1.9, M4 ag 14.8&14.7, CRFBP-R2 block -1.0, M5 antag 29.1*!, CHRM4 PAM -13.3&-13.9, M5 ag -2.0&0.9, CHRM4 antagonist 72.0*, M5 PAM -38.7&-22.6 and CHRM1 PAM -28.9.
`O=C1NCC(c2ccccc2)(c2ccccc2)C(=O)N1` gave CRFR2-BP ag -2.2, CRFBP-R2 block -7.1, M5 antag 1.1, CHRM4 PAM -1.3, M5 ag 1.8, CHRM4 antagonist 2.4, M5 PAM 0.7 and CHRM1 PAM -3.3.
`Cc1cccc(C(=O)N/N=C/c2cc(Br)c(Br)o2)c1` gave CRFR2-BP ag -1.3, M4 ag 2.5, CRFBP-R2 block 32.3, M5 antag 1.2, CHRM4 PAM 0.6, M5 ag -0.9, CHRM4 antagonist 3.5, M5 PAM -4.4 and CHRM1 PAM 0.2.
CC(=O)c1ccc(OCC(=O)c2ccc(-c3ccccc3)cc2)cc1 was read as CRFR2-BP ag -0.8, M4 ag 3.4, CRFBP-R2 block 13.5, M5 antag 10.0, CHRM4 PAM 1.2, M5 ag -3.2, CHRM4 antagonist 11.9, M5 PAM -8.2 and CHRM1 PAM 6.6.
`Cc1cccc(-c2nnc(NC(=O)c3ccc(Cl)cc3)o2)c1` gave CRFR2-BP ag 108.5*, M4 ag 1.3, CRFBP-R2 block 24.7, M5 antag -11.8, CHRM4 PAM 12.1, M5 ag 1.6, CHRM4 antagonist -3.3, M5 PAM 8.6 and CHRM1 PAM 5.6.
For COCC(=O)Nc1ccc(Br)cc1C the results were CRFR2-BP ag 1.1, M4 ag 1.8, CRFBP-R2 block -11.1, M5 antag -1.5, CHRM4 PAM 3.8, M5 ag 1.0, CHRM4 antagonist -4.4, M5 PAM 3.2 and CHRM1 PAM 5.8.
For CNC(=S)N(CCO)Cc1cc2cc3c(cc2[nH]c1=O)OCO3 the results were CRFR2-BP ag 5.6, M4 ag 0.2, CRFBP-R2 block 14.6, M5 antag 11.0, CHRM4 PAM -10.1, M5 ag -0.9, CHRM4 antagonist 2.9, M5 PAM -0.5 and CHRM1 PAM 12.9.
For CCOc1ccc(CNC(=O)CCCn2nc(C)c3c(C)n(-c4ccc(C)cc4)nc3c2=O)cc1 the results were CRFR2-BP ag 0.0, M4 ag 0.4, CRFBP-R2 block -7.2, M5 antag -4.0, CHRM4 PAM 4.4, M5 ag -4.7, CHRM4 antagonist -6.5, M5 PAM 1.1 and CHRM1 PAM 0.0.

Structural class, the entries above containing a thiophene ring, fused or not (2)
`N#Cc1c(N)nc(SCc2ccncc2)c(C#N)c1-c1cccs1` gave CRFR2-BP ag 8.4, M4 ag 10.3, CRFBP-R2 block 33.6, M5 antag -1.7, CHRM4 PAM -9.0, M5 ag 8.3, CHRM4 antagonist 18.5, M5 PAM -4.8 and CHRM1 PAM -4.0.
For CCOC(=O)c1csc(-c2sccc2Br)n1 the results were CRFR2-BP ag -7.0, M4 ag -0.7, CRFBP-R2 block 23.2, M5 antag 6.3, CHRM4 PAM -0.6, M5 ag 1.0, CHRM4 antagonist -11.0, M5 PAM 9.4 and CHRM1 PAM 12.1.

Next entries
`COc1ccc(CCNc2c(C=O)c(=O)[nH]c3ccccc23)cc1OC` gave CRFR2-BP ag -1.5, M4 ag 1.1, CRFBP-R2 block 20.8, M5 antag 10.5, CHRM4 PAM -5.6, M5 ag -6.0, CHRM4 antagonist 7.5, M5 PAM 0.8 and CHRM1 PAM -0.8.
Screening Cn1c(/C(C#N)=C(\O)c2ccc([N+](=O)[O-])s2)nc2ccccc21 returned CRFR2-BP ag -2.4, M4 ag 0.5, CRFBP-R2 block 1.9, M5 antag -3.0, CHRM4 PAM 7.5, M5 ag -1.1, CHRM4 antagonist -2.4, M5 PAM 0.6 and CHRM1 PAM 5.2.
O=C(NCC1CCCO1)c1cccc(Oc2ccc([N+](=O)[O-])cc2Cl)c1 (stereo not given) was read as CRFR2-BP ag 1.5, M4 ag 4.7, CRFBP-R2 block 10.5, M5 antag 5.4, CHRM4 PAM -8.3, M5 ag -2.8, CHRM4 antagonist 3.3, M5 PAM -4.1 and CHRM1 PAM -1.9.
Screening CN1CCN(S(=O)(=O)c2ccc(Cl)cc2)CC1 returned CRFR2-BP ag 0.3&0.6, M4 ag 0.7&0.4, CRFBP-R2 block 30.3&-9.0, M5 antag 5.2&12.2, CHRM4 PAM -4.3&-1.7, M5 ag 2.2&-4.2, CHRM4 antagonist 3.4&1.8, M5 PAM 0.2&-8.2 and CHRM1 PAM -9.5&5.0.
Screening O=C(NCC(=O)N1CCN(Cc2ccccc2)CC1)c1cccs1 returned CRFR2-BP ag -0.8, M4 ag 1.2, CRFBP-R2 block -0.5, M5 antag 8.2, CHRM4 PAM 3.1, M5 ag 2.2, CHRM4 antagonist 5.1, M5 PAM 1.1 and CHRM1 PAM 8.2.
`CC(C)c1ccc(/C=C/c2[nH]c(=O)[nH]c(=O)c2[N+](=O)[O-])cc1` gave CRFR2-BP ag -0.4, M4 ag 0.0, CRFBP-R2 block 17.1, M5 antag 12.9, CHRM4 PAM 4.1, M5 ag 0.7, CHRM4 antagonist -6.7, M5 PAM -5.3 and CHRM1 PAM 9.9.
CCC(C)NC(=O)CN1C(=O)COc2ccc(S(=O)(=O)N3CCOCC3)cc21 (stereo not given) was read as CRFR2-BP ag -0.9, M4 ag 0.7, CRFBP-R2 block -3.9, M5 antag 9.2, CHRM4 PAM 3.1, M5 ag -2.5, CHRM4 antagonist 5.0, M5 PAM -3.7 and CHRM1 PAM 7.9.
`CCC(=O)CN(Cc1cc(OC)ccc1OC)S(=O)(=O)c1ccccc1Br` gave CRFR2-BP ag -3.7, M4 ag 1.8, CRFBP-R2 block -7.4, M5 antag 2.8, CHRM4 PAM -5.0, M5 ag 0.2, CHRM4 antagonist 7.5, M5 PAM 1.7 and CHRM1 PAM 0.4.

Screening results from PubChem.
